# Screening data (PubChem)
# H1N1 NS1A inhibition = NS1A inhibition, H1N1 influenza, cell based functional assay (AID 504329); NS1A functional cell-based assay, percent inhibition; higher % means a stronger effect; inhibition, % at 12.5 µM; hits with a dose series show IC50 in µM; actives 0.3% (n = 340,000); in the data active means a potency from the dose series; inconclusive means inhibition above about 27% without an active follow-up result; further: strong numbers were not always called active
# M. tuberculosis HTS = M. tuberculosis growth inhibition, HTS (AID 449762). M. tuberculosis H37Rv growth inhibition, 7H9 media; higher % means a stronger effect. inhibition, % at 25 µM, or IC50 in µM where a hit was titrated. actives 0.59% (n = 330,000); in the data active means a potency from the dose series; inconclusive means inhibition above about 70% without an active follow-up result;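 further: bacterial growth assessed after seven days of incubation; strong numbers were not always called active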
# Salmonella PhoP GFP = Inhibition of PhoP regulon, Salmonella typhi GFP reporter cells, confirmation, 4 h (AID 1850); Salmonella Typhi PhoP-promoter GFP reporter, fluorescence, 4 h; higher % means a stronger effect; actives 0.33% (n = 310,000); one-dose inhibition, % at 50 µM; IC50 in µM for titrated hits; in the data active means a potency from the dose series; inconclusive means inhibition mostly from about 25% at the one dose, without a potency; inactive means the rest, 99 in 100 with inhibition below about 19%;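 further: 0% = induced wells with vehicle and 100% = uninduced wells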
# M. tuberculosis = growth inhibition of non-replicating M. tuberculosis (AID 488890) | inhibition, % at 25 µM, or IC50 in µM where a hit was titrated | Mycobacterium tuberculosis non-replicating, growth inhibition; higher % means a stronger effect | actives 0.39% (n = 320,000); in the data active means a potency from the dose series; inconclusive means inhibition mostly from about 82% at the one dose, without a potency; inactive means the rest, 99 in 100 with inhibition below about 76%;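 further: plate controls were DMSO cells for no effect and high antibiotic wells for full effect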
# inhibitors of VEEV = inhibitors of VEEV TC-83 cytopathic effect, confirmation, Vero cells (AID 588727); Vero cells, VEEV TC-83 cytopathic effect inhibition; higher % means a stronger effect; inhibition, % at 20 µM; hits with a dose series show IC50 in µM; actives 0.13% (n = 350,000); in the data active means a potency from the dose series; inconclusive means inhibition mostly from about 14% at the one dose, without a potency; inactive means the rest, 99 in 100 with inhibition below about 12%; further: strong numbers were not always called active
# The depositor's hits bear a star; i = inactive; u = inconclusive; x = no result given.
SMILES,H1N1 NS1A inhibition,M. tuberculosis HTS,Salmonella PhoP GFP,M. tuberculosis,inhibitors of VEEV
O=C(CSC1=NCCN1)C1COc2ccccc2O1 (configuration not stated),-9%,-5%,-10%,8%,i
CS(=O)(=O)N1CCc2cc(C(=O)N3CCN(c4ccccc4F)CC3)ccc21,10%,2%,4%,-3%,0.3%
CN1CCN(NC(=O)Nc2cc(Cl)cc(Cl)c2)CC1,-8%,u,-5%,1%,i
CCCNc1c(NC(=O)c2cccs2)c(=O)oc2ccccc12,-2%,-1%,-5%,-9%,i
O=c1c2[nH]c3cccc(Cl)c3c2ncn1CCN1CCCCC1,8%,1%,6%,0%,0.3%
c1ccc(Cc2nnc3sc(C4COc5ccccc5O4)nn23)cc1 (configuration not stated),0%,x,-9%,x,i
Cc1ccsc1/C=N/NC(=O)Nc1ccccc1,-17%,-4%,4%,9%,1.9%
COc1ccc(C(CC(=O)NCCCN2CCOCC2)NS(=O)(=O)c2ccc(C)cc2)cc1 (configuration not stated),1%,-3%,16%,-18%,0.2%
Cc1c(C(=O)Nc2ccccc2[N+](=O)[O-])csc1-c1ccccc1,10%,-2%,-6%,44%,3.9%
COc1ccccc1OCCNC(=O)c1ccco1,-5%,-11%,-8%,3%,0.9%
Cc1cccc(OCCCC(=O)Nc2ccc(N(C)C)cc2)c1,-5%,10%,16%,68%,0.3%
CN(C(=O)CNc1ccccc1Cl)C1CCS(=O)(=O)C1 (configuration not stated),-1%,-5%,x,2%,1.2%
CN(C(=O)CCNC(=O)Cn1cnc2ccccc2c1=O)c1ccc(F)cc1,1%,-3%,12%,-7%,1.7%
CCn1nc(CC(=O)Nc2ccc(-n3cnnn3)c(OC)c2)c2ccccc2c1=O,5%,6%,-3%,27%,6.0%
COc1cccc2cc(C(=O)Nc3ccccc3C(=O)N3CCOCC3)oc12,-12%,0%,1%,-3%,i
Cc1cccc(CCNS(=O)(=O)c2ccc3c(c2)oc(=O)n3C)c1,0%,3%,-9%,11%,3.0%
Cc1cc2c(ccc3c2no[n+]3[O-])nn1,-3%,12µM*,-23%,u,0.3%
COc1ccccc1N1CCN(C(=O)C(=O)c2cn(CC(=O)N3CCOCC3)c3ccccc23)CC1,-2%,2%,0%,-8%,0.1%
CC(=O)N1CCOc2ccc(S(=O)(=O)N3CCC(C(=O)Nc4ccc(C)cc4)CC3)cc21,-6%,1%,3%,10%,1.4%
Cn1nnc2cc(C(=O)NC3CC3)ccc21,-6%,-6%,-5%,8%,2.0%
CC(NC(=O)CN(C)Cc1ccc(Br)cc1)c1ccccc1 (configuration not stated),-9%,10%,0%,23%,0.1%
Cn1nnc(NCc2cc(Br)ccc2OCc2ccccc2F)n1,-13%,-1%,-1%,69%,2.5%
CCCn1c(SCC(=O)NCCc2ccc(OC)c(OC)c2)nc2c1c(=O)n(C)c(=O)n2C,2%,2%,7%,-16%,1.0%
Cn1cc(SCC(N)=O)c2ccccc21,0%,2%,-6%,-34%,2.9%
COc1cc(C2CC(=O)Oc3cc(OC)c(OC)c(OC)c32)cc(OC)c1OC (configuration not stated),-20%,x,x,x,0.0%
O=C(Cc1cccs1)Nc1nncs1,-5%,-5%,4%,-3%,3.3%
Cc1ccnc(SCC(=O)c2ccc(Br)cc2)c1C#N,4%,9%,-3%,74%,0.8%
CCOC(=O)c1ccc(NCc2nc3ccccc3n2C)cc1,4%,u,0%,65%,1.3%
CC1CCCCN1C(=O)Cn1c(=O)n(-c2ccc(F)cc2)c(=O)c2sccc21 (configuration not stated),15%,-8%,9%,7%,0.6%
CCN1C(c2ccc(F)cc2)=CS/C1=C(\C#N)c1nnc2n1-c1ccccc1SC2,-3%,-5%,-4%,51%,0.4%
Cc1cccc(-n2c(O)c(/C=N/NC(=O)c3ccccc3Cl)c3ccccc3c2=O)n1,9%,2%,-5%,6%,0.5%
O=C(COC(=O)c1cnccn1)c1ccc(C2CCCCC2)cc1,2%,0%,11%,38%,1.2%
CC1Cc2ccccc2N1C(=O)COC(=O)c1c2c(nc3ccccc13)CCCCC2 (configuration not stated),10%,21%,1%,34%,9.3%
COc1ccc(Cl)cc1NC(=O)NCc1cccnc1,8%,1%,-10%,-5%,9.5%
Cc1ccc(N2C(=O)C3C(c4ccccc4)(C2=O)C3(c2ccccc2)c2ccccc2)cc1 (configuration not stated),0%,20%,-3%,60%,7.4%
C=C(C)CN1CCN(S(=O)(=O)c2ccc(C)c(N(C)S(=O)(=O)c3ccc(C)cc3)c2C)CC1,0%,15%,1%,10%,0.3%
O=C(NCc1nc2ccccc2[nH]1)c1ccco1,-13%,-3%,-4%,2%,2.2%
CCOC(=O)C1CCCN(S(=O)(=O)c2ccc3c4c(cccc24)C(=O)N3CC)C1 (configuration not stated),-17%,-1%,x,21%,7.6%
CCC1C(=O)C[C@H]2CCN3C(=O)CCCC1C23 (some centres not stated),-21%,x,x,x,1.3%
Cc1nn(-c2ccccc2)c(C)c1/C=N\NS(=O)(=O)c1ccc(Cl)cc1,7%,5%,7%,11%,1.2%
CN(C(=O)/C=C/c1ccc([N+](=O)[O-])s1)c1ccccc1,8%,u,-34%,u,1.7%
O=[n+]1c2c(n([O-])c3c1CCCC3)CCCCC2,1%,-1%,4%,-8%,0.5%
O=C(N[C@@H]1CCC(=O)N(CC[C@H](Oc2ccccc2)c2ccccc2)CC1)OCc1ccccc1,-3%,11%,-5%,56%,i
CCN(CC(=O)Nc1ccc(NC(C)=O)cc1)C(=O)/C=C/c1ccco1,-4%,-3%,5%,-19%,0.8%
CCc1ccc(C(=O)c2cnc3ccc(OC)cc3c2N2CCN(CC)CC2)cc1,4%,-6%,0%,0%,8.7%
CN(C)S(=O)(=O)c1cccc(NC(=O)c2c[nH]c3ccccc23)c1,-1%,-5%,-36%,6%,9.9%
CCC1Sc2ccc(S(=O)(=O)CCC(=O)NCc3cccs3)cc2NC1=O (configuration not stated),8%,-6%,6%,22%,0.2%
C=CCn1c(O)c(C(C)=Nc2ccc(C(=O)OCC)cc2)c(=O)[nH]c1=O,-17%,u,5%,7.1µM*,2.3%
Cc1ccnc(NC(=O)c2cccc(NC(=O)Cc3ccccc3)c2)c1,-5%,3%,9%,12%,8.2%
COC(=O)c1ccc(N=C2S/C(=C\c3cc(C)n(-c4cccnc4)c3C)C(=O)N2C)cc1,14%,u,1%,23%,6.5%
COc1ccc(Br)cc1CNC(=O)Cc1c(C(=O)O)[nH]c2ccc(Cl)cc12,x,-1%,7%,-7%,0.1%
Cc1nc2ccccc2n1CC(=O)c1ccccc1,-3%,-3%,-6%,59%,i
CC(NC(=O)c1cc2cc([N+](=O)[O-])ccc2oc1=O)C1CCCO1 (configuration not stated),-2%,10%,13%,19%,0.8%
CCOC(=O)N1CCN(C(=O)c2cc3cc(F)ccc3[nH]2)CC1,-4%,0%,7%,-9%,0.8%
O=C(c1cc(-c2ccc(Cl)cc2Cl)on1)N1CCCCCC1,0%,3%,-6%,51%,i
COC(=O)COc1ccc(NC(=O)C2CCCO2)cc1 (configuration not stated),-8%,-10%,-4%,-11%,0.4%
O=C(CSCc1ccc(Cl)cc1)N1CCCCC1,-8%,0%,7%,50%,1.6%
COCCN(C(=O)COC(=O)c1ccccc1Nc1ccccc1)c1c(N)n(Cc2ccccc2)c(=O)[nH]c1=O,-13%,-5%,-2%,70%,7.5%
COc1ccc(Cn2cnc3sccc3c2=O)cc1,1%,5%,8%,38%,5.2%
O=C(NCCC(=O)N1CCN(c2cccc(Cl)c2)CC1)c1ccc(Br)cc1,6%,22%,x,36%,0.6%
# (listing goes on)
SMILES,H1N1 NS1A inhibition,M. tuberculosis HTS,Salmonella PhoP GFP,M. tuberculosis,inhibitors of VEEV
CCc1ccc(OCC(=O)NCCc2ccc3c(c2)OCCO3)cc1,-7%,-3%,x,43%,0.8%
O=C1[C@H]2[C@@H](c3ccc(F)cc3)N3C(=O)N(c4cccc(Br)c4)C(=O)[C@@]3(Cc3ccc(Cl)cc3)[C@H]2C(=O)N1C1CCCCC1,9%,-2%,-6%,26%,2.5%
CCN(CC)CCN1C(=O)C(=O)/C(=C(/O)c2ccc(OC)c(OC)c2)C1c1ccccn1 (configuration not stated),20%,0%,-5%,-13%,1.8%
COc1ccc(NC2CCCN(C(=O)c3ccccc3N3CCOCC3)C2)cc1OC (configuration not stated),-5%,-7%,-8%,-3%,2.5%
O=C(NCCS(=O)(=O)N1CCCCC1)c1ccccc1,-13%,-4%,9%,-4%,2.2%
CCOC(=O)c1cc2c(ccn2C)n1Cc1ccccc1Cl,-9%,5%,1%,1%,2.8%
Cc1nc(-c2cccc(S(=O)(=O)N3CC(C)OC(C)C3)c2)cs1 (configuration not stated),-18%,-3%,4%,-4%,0.6%
Cc1cccc(NS(=O)(=O)c2cc3c4c(c2)CCN4C(=O)CC3)c1C,-11%,-9%,7%,-14%,6.5%
CC1CCCN(CCCNS(=O)(=O)c2cc(Br)cc3c2N(C(=O)C2CC2)CC3)C1 (configuration not stated),4%,-3%,-1%,9%,0.2%

# Entries listed so far that have four or more nitrogen atoms:
SMILES,H1N1 NS1A inhibition,M. tuberculosis HTS,Salmonella PhoP GFP,M. tuberculosis,inhibitors of VEEV
CN1CCN(NC(=O)Nc2cc(Cl)cc(Cl)c2)CC1,-8%,u,-5%,1%,i
O=c1c2[nH]c3cccc(Cl)c3c2ncn1CCN1CCCCC1,8%,1%,6%,0%,0.3%
c1ccc(Cc2nnc3sc(C4COc5ccccc5O4)nn23)cc1 (configuration not stated),0%,x,-9%,x,i
CN(C(=O)CCNC(=O)Cn1cnc2ccccc2c1=O)c1ccc(F)cc1,1%,-3%,12%,-7%,1.7%
CCn1nc(CC(=O)Nc2ccc(-n3cnnn3)c(OC)c2)c2ccccc2c1=O,5%,6%,-3%,27%,6.0%
Cc1cc2c(ccc3c2no[n+]3[O-])nn1,-3%,12µM*,-23%,u,0.3%
COc1ccccc1N1CCN(C(=O)C(=O)c2cn(CC(=O)N3CCOCC3)c3ccccc23)CC1,-2%,2%,0%,-8%,0.1%
Cn1nnc2cc(C(=O)NC3CC3)ccc21,-6%,-6%,-5%,8%,2.0%
Cn1nnc(NCc2cc(Br)ccc2OCc2ccccc2F)n1,-13%,-1%,-1%,69%,2.5%
CCCn1c(SCC(=O)NCCc2ccc(OC)c(OC)c2)nc2c1c(=O)n(C)c(=O)n2C,2%,2%,7%,-16%,1.0%
CCN1C(c2ccc(F)cc2)=CS/C1=C(\C#N)c1nnc2n1-c1ccccc1SC2,-3%,-5%,-4%,51%,0.4%
Cc1cccc(-n2c(O)c(/C=N/NC(=O)c3ccccc3Cl)c3ccccc3c2=O)n1,9%,2%,-5%,6%,0.5%
Cc1nn(-c2ccccc2)c(C)c1/C=N\NS(=O)(=O)c1ccc(Cl)cc1,7%,5%,7%,11%,1.2%
COC(=O)c1ccc(N=C2S/C(=C\c3cc(C)n(-c4cccnc4)c3C)C(=O)N2C)cc1,14%,u,1%,23%,6.5%
COCCN(C(=O)COC(=O)c1ccccc1Nc1ccccc1)c1c(N)n(Cc2ccccc2)c(=O)[nH]c1=O,-13%,-5%,-2%,70%,7.5%

# No enrichment for hits, and some 1.5% of all compounds hit somewhere here.
